Assay outcomes (PubChem BioAssay)
NALP1 inh: NALP1 inhibition; S. cerevisiae NALP1/ASC/caspase-1 growth, X-gal OD620, 72 h; inhibition, % at 10 µM; actives 0.61% (n = 280,000); AID 2071; in the data active = inhibition mostly above about 24%, no sharp cut-off; inactive = mostly below about 32%; note: some compounds called inactive have numbers as strong as hits
GalR3 antagonist: blocks the human galanin receptor 3; O60755; inhibition, % at 3 µM; HEK293 GalR3-CNG cAMP membrane potential fluorescence; galR3 body fused to GalR1 C-terminus; actives 0.44% (n = 360,000);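 active = inhibition above the screen-wide average plus 3 SD, cut at about 13% in these data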;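 note: forskolin and galanin both at EC90 stimulate the cells; cAMP rise reported by CNG channel membrane potential dye signal; 0% = forskolin plus galanin with DMSO and 100% = forskolin alone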
Target sequence (O60755 1-299 limits assumed): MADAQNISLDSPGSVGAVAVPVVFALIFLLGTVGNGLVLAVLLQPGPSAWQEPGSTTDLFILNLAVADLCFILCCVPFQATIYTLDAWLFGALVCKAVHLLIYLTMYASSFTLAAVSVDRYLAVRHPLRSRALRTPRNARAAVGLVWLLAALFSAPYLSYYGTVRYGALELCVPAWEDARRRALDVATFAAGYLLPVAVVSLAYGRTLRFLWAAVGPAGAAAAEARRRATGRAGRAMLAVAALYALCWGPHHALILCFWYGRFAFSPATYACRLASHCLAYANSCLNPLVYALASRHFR
MEKK2wt PB1 HTS: raises or lowers MEK5 binding to wildtype human MEKK2 PB1 domain. bead flow cytometry, Alexa488-MEK5 binding to MEKK2 WT; actives lie on both sides. binding response (% of control), % at 10 µM. AID 1531. Q9Y2U5. actives 1.1% (n = 290,000); in the data active = binding response below about 67% or above about 130%
V1R ag counter: counter-screen for oxytocin receptor agonists: human V1a receptor agonists | CHO-V1R cells, Fluo-8 calcium fluorescence, agonist mode; 0% DMSO, 100% 3 nM vasopressin | actives 0.25% (n = 320,000) | P37288 | activation, % at 3 µM | AID 2797;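 active = activation above the mean activation of all tested compounds plus 3 SD, per screening run, cut at about 20% in these data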;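 note: signal is peak over basal fluorescence ratio across a 100 second FLIPR read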
PHOSPHO1 inh: inhibitors of human PHOSPHO1 phosphatase; Q8TCT1; recombinant PHOSPHO1, absorbance phosphatase assay; inhibition, % at 13.3 µM; actives 1.1% (n = 290,000); AID 1565; in the data active = inhibition above about 60%
Target sequence (Q8TCT1 whole entry, looked up): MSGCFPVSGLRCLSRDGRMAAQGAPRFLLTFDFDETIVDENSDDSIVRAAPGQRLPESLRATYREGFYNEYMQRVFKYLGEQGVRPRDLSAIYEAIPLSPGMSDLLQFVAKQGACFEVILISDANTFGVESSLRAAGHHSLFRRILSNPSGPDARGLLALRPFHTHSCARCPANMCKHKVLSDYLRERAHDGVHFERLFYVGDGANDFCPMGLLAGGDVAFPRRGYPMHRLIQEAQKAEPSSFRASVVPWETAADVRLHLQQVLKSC
MEKK2 mut-MEK5: signal of MEK5 binding to mutant human MEKK2 PB1 domain | bead flow cytometry, Alexa488-MEK5 binding to MEKK2 mutant | percent response, % at 10 µM | actives 0.35% (n = 290,000); in the data active = percent response above about 24%, passing the limit was not always enough; note: inactives centre near 1; some results filed as inactive read as strong as hits; reference of the scale not given here
OXTR agonist: activates the human oxytocin receptor; activation, % at 3 µM; actives 0.32% (n = 320,000); CHO-OTR cells, Fluo-8 calcium fluorescence; normalized: DMSO 0%, oxytocin 100%; AID 2435; P30559;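 active = activation above the mean of all tested compounds plus 3 SD, cutoff set per screening run, cut at about 20% in these data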;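 note: peak over basal fluorescence ratio from a 100 s FLIPR kinetic read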
Target sequence (P30559 whole entry, looked up): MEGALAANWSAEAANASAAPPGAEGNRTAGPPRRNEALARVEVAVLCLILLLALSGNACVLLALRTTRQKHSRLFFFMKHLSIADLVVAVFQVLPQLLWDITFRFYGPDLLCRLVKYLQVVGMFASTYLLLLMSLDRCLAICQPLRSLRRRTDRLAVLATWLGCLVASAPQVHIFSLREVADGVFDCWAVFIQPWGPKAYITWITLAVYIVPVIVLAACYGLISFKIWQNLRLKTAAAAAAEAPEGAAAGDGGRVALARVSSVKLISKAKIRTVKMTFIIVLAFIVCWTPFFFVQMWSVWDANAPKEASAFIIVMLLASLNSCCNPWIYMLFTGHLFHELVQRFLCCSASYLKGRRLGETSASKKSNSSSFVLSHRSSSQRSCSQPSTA
MEKK3 PB1 HTS: MEKK3-MEK5 PB1 interaction, increase or decrease. actives 1.4% (n = 290,000). bead-based flow cytometry, Alexa488-MEK5 binding to MEKK3; actives lie on both sides; 0 = blocked by unlabeled MEK5, 100 = vehicle. binding response (% of control), % at 10 µM;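 active = binding response more than 3 SD above or below the average of its plate-row segment, actives on both sides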;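 note: Alexa488 bead fluorescence after subtracting the streptavidin-only scavenger bead signal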
GPR7 antagonist: antagonists of human GPR7 (neuropeptides B/W receptor 1) | P48145 | AID 1861 | GPR7-expressing cells, fluorescence antagonist assay | actives 1.1% (n = 290,000) | inhibition, % at 4.4 µM; in the data active = inhibition above about 16%, passing the limit was not always enough;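 note: cells stimulated with the agonist NPW; 0% = agonist with vehicle and 100% = vehicle without agonist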
Active calls of the source: *; . = no result given.

SMILES	NALP1 inh	GalR3 antagonist	MEKK2wt PB1 HTS	V1R ag counter	PHOSPHO1 inh	MEKK2 mut-MEK5	OXTR agonist	MEKK3 PB1 HTS	GPR7 antagonist
COc1ccc(-n2cnnc2SC(C)c2nc3sc(C)c(C)c3c(=O)[nH]2)cc1 (configuration not stated)	0.4	-2.3	100.0	.	50.4	-5.0	.	99.0	-3.9
O=S(=O)(/C=C/c1ccccc1)NCCc1ccccn1	10.0	-1.3	94.0	-0.4	8.5	0.0	-0.2	93.0	-1.9
COc1cc2c(cc1OC)C(c1ccc(C)cc1)NC(=O)C2 (configuration not stated)	3.8	14.4*	108.0	.	18.7	5.0	.	101.0	-13.9
CN(CCC#N)C(=O)c1ccc(CNS(=O)(=O)c2ccc(F)cc2)cc1	2.5	-2.2	86.0	0.8	-2.9	-18.0	1.6	73.0	16.4*
CCSc1nnc(-c2ccccc2NC(=O)CC)c(=O)[nH]1	8.8	-2.8	116.0	0.4	7.4	3.0	0.1	111.0	-4.6
O=C(O)c1cc(-n2cccc2)ccc1N1CCOCC1	-2.8	-4.5	100.0	2.0	42.1	-11.0	0.2	91.0	11.4
O=[N+]([O-])c1ccccc1CSc1nc2ccccc2o1	32.6	-10.0	93.0	-0.4	4.5	-3.0	-2.4	95.0	-10.0
Cc1cc(-n2[nH]c(C)c(C)c2=O)nc(-c2ccccc2O)n1	4.2	-4.9	96.0	-0.9	-33.3	3.0	0.3	96.0	-8.4
Cc1ccc(OCc2nc(-c3ccccn3)n[nH]2)cc1	12.5	2.8	90.0	-0.5	3.4	-8.0	1.4	89.0	-8.3
O/N=C/c1ccn(-c2ccc(Br)cc2)c1	-23.7	-4.7	99.0	-0.8	24.4	-3.0	-2.3	99.0	7.4
CCc1cccc(C)c1NC(=O)CSc1nc(-c2ccccc2F)nc2nc[nH]c12	23.4	-8.8	99.0	0.4	-1.5	-2.0	0.3	98.0	11.3
O=C(CSc1nc2ccccc2[nH]1)NC1CCCC1	28.9	-4.1	74.0	1.9	27.1	-10.0	-0.3	77.0	-11.8
Cc1cc2c(c(SCC(N)=O)n1)C(=O)OC2	10.0	-2.4	95.0	0.4	-19.1	-1.0	0.5	96.0	-1.2
CC(=O)Nc1ccc(NC(=O)COC(=O)c2c(C)nn(-c3ccccc3)c2C)cc1	17.2	-2.3	98.0	0.3	5.6	-3.0	-1.4	96.0	-2.7
Cc1cc2c(cc1S(=O)(=O)N1CC(C)CC(C)C1)OCC(=O)N2 (configuration not stated)	3.9	.	93.0	0.2	-109.0	-3.0	-0.6	98.0	-4.9
Cc1cccc(NC(=O)Cn2nc(-c3ccco3)ccc2=O)c1C	1.7	-9.3	98.0	-1.1	19.4	7.0	0.8	100.0	-5.2
COc1cccc(/C=N/NC(=O)CNC(=O)c2ccc(S(=O)(=O)N3CCCC3)cc2)c1OC	10.5	-8.7	100.0	0.5	10.8	-2.0	0.3	97.0	-15.3
CCN(CC)c1ccc(NC(=O)Nc2cccc3ccccc23)cc1	-2.1	.	100.0	-0.1	.	6.0	-0.2	98.0	-0.9
c1ccc2c(OCCCCN3CCCC3)cccc2c1	14.9	-9.8	128.0	0.4	29.0	16.0	3.6	107.0	4.6
Cc1ccc2oc(-c3ccc(NC(=O)CC(C)C)cc3)nc2c1	-2.0	-1.2	101.0	-0.2	-12.7	0.0	1.2	103.0	-12.6
CCC1CCCCN1C(=O)/C=C/c1ccc2c(c1)OCO2 (configuration not stated)	3.7	-10.2	104.0	-0.8	34.0	2.0	-1.0	107.0	-12.8
O=C(O)C1CCCCC1C(=O)Nc1ccc2c(c1)OCCO2 (configuration not stated)	9.6	-3.6	102.0	0.4	0.9	7.0	-0.4	103.0	-4.1
COc1ccc(C2C(C(=O)Nc3cc(C)on3)c3ccccc3C(=O)N2C)cc1 (configuration not stated)	9.6	-5.4	95.0	2.5	13.5	1.0	0.4	107.0	-7.0
COC(=O)c1ccc(NC(=O)Cn2nnc(-c3cccs3)n2)cc1	16.0	-6.1	94.0	2.3	12.7	-2.0	2.2	100.0	-3.5
CN(C)S(=O)(=O)c1ccc(NC(=O)N2CCN(c3cccc(C(F)(F)F)c3)CC2)cc1	23.0	-3.3	93.0	13.5	-7.7	-2.0	18.9	100.0	-9.5
CCOc1cccc(-c2cc(=O)[nH][nH]2)c1	-8.0	-4.0	92.0	-0.3	1.1	-7.0	0.7	82.0	-10.1
CCOc1ccccc1CNS(=O)(=O)c1ccc2c(c1)C(C)(C)C(=O)N2C	20.5	-0.2	109.0	-0.3	59.8	1.0	-0.8	101.0	-8.6
Cc1ncoc1C(=O)N1CCCC(N2CCN(c3ccccc3F)CC2)C1 (configuration not stated)	5.2	-0.2	101.0	0.0	33.2	5.0	0.2	102.0	-16.8
COc1ccc(Cn2nnnc2CN2CCN(c3ccc(OC)cc3)CC2)cc1	9.4	0.9	106.0	2.3	15.2	12.0	1.9	105.0	-12.6
COc1ccccc1CN(Cc1nc2ccccc2c(=O)[nH]1)S(=O)(=O)c1ccc(C)cc1	10.3	-10.6	97.0	-0.8	13.1	2.0	-0.7	99.0	-2.2
CCN(CC)CCCCCOc1ccccc1OC	-12.2	-7.0	102.0	-0.5	-11.0	6.0	0.7	100.0	-7.2
COc1ccc2occ(C(=O)c3cccs3)c2c1	-8.0	-2.9	107.0	-0.3	-9.2	7.0	-1.2	110.0	-8.8
CC1(C)C(=O)OC(/C=C\c2cccc([N+](=O)[O-])c2)C(C)(C)C1=O (configuration not stated)	29.0	-3.0	88.0	0.2	39.4	-4.0	-1.2	93.0	-8.1
N=C1C(c2nc3ccccc3[nH]2)=C(O)CN1c1ccc(F)cc1	-4.3	-3.6	90.0	0.0	20.4	-7.0	-1.7	90.0	0.8
Cc1ccccc1-c1nc(CS(=O)(=O)CC(=O)N2CCCCC2)c(C)o1	25.5	2.8	99.0	2.1	7.9	2.0	1.3	101.0	-14.6
Fc1ccc(CN2CCN(c3ncnc4scc(-c5ccccc5)c34)CC2)cc1	27.3	-9.5	100.0	-1.5	28.4	0.0	-2.4	99.0	5.0
NS(=O)(=O)c1ccc(CCNC(=O)CN2CCN(c3ccccc3O)CC2)cc1	16.7	-4.7	105.0	-0.8	4.1	-5.0	0.2	105.0	-6.4
COCCC(=O)N1CCC(C(=O)Nc2ccc(Oc3ccccc3)nc2)CC1	12.0	1.1	99.0	0.9	27.3	0.0	0.0	101.0	-5.1
Cc1c(N)cc(N)cc1C(=O)O	.	0.4	93.0	7.7	9.0	2.0	6.2	97.0	16.9
Nc1nc(Cl)cc(Oc2ccc([N+](=O)[O-])cc2)n1	1.9	-5.9	107.0	1.4	.	12.0	0.1	106.0	0.9

GalR3 antagonist, entries above that show a hit.
SMILES | NALP1 inh | GalR3 antagonist | MEKK2wt PB1 HTS | PHOSPHO1 inh | MEKK2 mut-MEK5 | MEKK3 PB1 HTS | GPR7 antagonist
COc1cc2c(cc1OC)C(c1ccc(C)cc1)NC(=O)C2 (configuration not stated) | 3.8 | 14.4* | 108.0 | 18.7 | 5.0 | 101.0 | -13.9

Continued:
SMILES	NALP1 inh	GalR3 antagonist	MEKK2wt PB1 HTS	V1R ag counter	PHOSPHO1 inh	MEKK2 mut-MEK5	OXTR agonist	MEKK3 PB1 HTS	GPR7 antagonist
COc1ccc(N2CCN(C(=S)Nc3ccc(OC)cc3OC)CC2)cc1	-7.7	-6.4	101.0	-0.1	51.2	2.0	-0.1	97.0	-12.2
CC1(C)c2cc(Cl)ccc2-n2c1cc(O)c(-c1ccccc1)c2=O	.	-0.3	108.0	-0.5	46.6	11.0	-0.2	111.0	-3.5
CCOC(=O)N1CCC(NC(=O)c2cnc3n(c2=O)CCS3)CC1	12.5	.	80.0	1.2	-4.2	12.0	0.4	115.0	-11.1
CCCCn1c(O)c(N=NC(=O)c2ccccc2NS(=O)(=O)c2cccs2)c2ccccc21	27.4	3.2	100.0	-0.8	3.4	0.0	-0.2	103.0	-13.9
COc1ccccc1Nc1nc(N)nc(CSC(=S)N2CCC(C)CC2)n1	10.5	-6.6	105.0	-0.4	-32.4	-3.0	-2.5	101.0	-2.7
NC(=O)[C@H]1CC2(CC(c3cccc(NC(=O)CC(c4ccccc4)c4ccccc4)c3)=NO2)CN1C(=O)c1ccccc1C(=O)c1ccccc1 (some centres not stated)	.	-5.6	99.0	1.9	26.5	-2.0	1.3	99.0	.
Cc1nc(NC(=O)c2cc3ccccc3o2)sc1C	37.1	-6.6	99.0	2.9	55.9	-4.0	-1.2	99.0	-8.4
O=C(NCc1cccnc1)/C(=C\c1ccc(-c2cccc(Cl)c2)o1)S(=O)(=O)c1ccccc1	16.6	-6.1	95.0	2.2	-3.4	-1.0	-0.2	99.0	20.0*
COc1ccc(C(=O)Nc2ccccc2C(=O)N2CCOCC2)cc1Br	22.3	-0.8	111.0	0.0	12.6	6.0	-0.4	105.0	-14.9
CCN1CCN(C(=O)c2ccccc2NS(=O)(=O)c2ccc(Cl)cc2)CC1	0.2	-5.9	105.0	-0.4	12.7	4.0	-0.9	104.0	-3.5
CC1CCCC(NC(=O)c2ccc3c(SCC(=O)O)c4c(nc3c2)CCC4)C1C (configuration not stated)	.	-5.0	103.0	0.6	12.9	10.0	0.2	110.0	-7.7
Cc1ccc(S(=O)(=O)NCCCCCC(N)=O)cc1	-15.2	1.3	106.0	1.5	9.1	7.0	0.4	106.0	-0.7
CCn1c(SCc2cccc(C(=O)O)c2)nnc1-c1ccccc1	4.8	0.3	91.0	0.6	40.1	-8.0	2.1	86.0	0.1
COc1ccc(NC(=O)c2cc(Br)ccc2Cl)c([N+](=O)[O-])c1	12.9	-1.9	98.0	-0.5	18.0	-3.0	-2.4	98.0	-7.0
CC(C)(C)NC(=O)NC(=O)COC(=O)c1ccco1	-3.5	0.5	104.0	0.6	24.5	4.0	-0.1	105.0	-3.6
COC(=O)C1=CN(CCOC23CC4CC(CC(C4)C2)C3)C=C(C(=O)OC)C1c1ccsc1	-9.7	-7.4	96.0	0.0	16.5	0.0	-0.8	99.0	16.1
Cc1ccc2[nH]c3c(=O)n(CC(=O)NCCCN(C)Cc4ccccc4)ncc3c2c1	19.3	-1.2	108.0	1.1	42.6	6.0	0.1	99.0	7.0
CNC(=S)N/N=C(\C)c1ccccc1	10.7	-1.5	128.0	-0.3	12.2	28.0	-1.2	132.0*	-13.2
CCC(C(=O)O/N=C(\N)c1ccc(C)cc1)c1ccccc1 (configuration not stated)	-14.0	-4.1	101.0	0.2	17.1	1.0	-0.5	100.0	-2.3
Cc1nc(Cl)sc1C(=O)Nc1ccccc1	12.5	-9.7	89.0	0.9	18.8	-4.0	0.3	85.0	0.7
CCOc1nc(Nc2ccccc2)nc(OCC)n1	11.8	-3.2	99.0	-0.4	.	-2.0	-1.8	97.0	-12.3
Cc1ccc(C)c(CSc2nnc(-c3cccnc3)n2N)c1	8.9	-2.3	92.0	-0.5	7.4	-3.0	-1.4	94.0	1.4
Cc1cc(C)c2c(c1)c1nnc(SCCN3CCOCC3)nc1n2C	14.7	-1.4	100.0	.	14.1	1.0	.	102.0	-6.7
COc1ccc(/C=N/NC(=O)CCc2c(C)n[nH]c2C)cc1OC	11.3	-1.8	93.0	-1.1	-13.8	-9.0	-0.6	97.0	0.8

Rows were taken by chance. About 5.4% of those tested had a hit in this group.
